Screening data deposited in PubChem BioAssay by Sanford-Burnham Center for Chemical Genomics.
HT1080 viability: cytotoxicity in HT1080 fibrosarcoma cells, cell-based, fluorescence readout (AID 620); 0.42% of 87,000 active; HT1080 viability, fluorescence; higher % means a stronger effect; one-dose cytotoxicity, % at 10 µM; EC50 in µM for titrated hits; in the data active = cytotoxicity above about 50%;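 note: cells exposed to compound overnight then 4 h with Alamar Blue; 0% = vehicle DMSO and 100% = killing control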
Active calls of the source: *.

SMILES | HT1080 viability
Cc1cccc(NC(=O)CSc2nnc([C@@H](N)Cc3ccccc3)o2)c1C | 1%
CN(C)Cc1cc(CN(C)C)c(O)c(CCc2ccccc2)n1 | -8%
O=C(COc1ncnc2c(Cl)cc(Cl)cc12)NC1CCCCCC1 | 0%
COc1ccc(C2N(S(=O)(=O)c3ccccc3)CCN2S(=O)(=O)c2ccc(C)cc2)cc1 (stereo unspecified) | 11%
O=C(CSc1nnc(-c2ccco2)n1-c1ccccc1)NCc1ccco1 | -3%
CC(=C/c1ccccc1)/C=N/NC(=O)c1cnccn1 | -7%
O=C(COC(=O)c1ccccc1C(=O)N1CCN(c2ccc(F)cc2)CC1)NCc1ccccc1 | -5%
CNC(=O)CN(C)S(=O)(=O)c1ccc(F)cc1 | -4%
CSc1nc(C)cc(SCC(=O)Nc2ccc(Cl)cc2Cl)n1 | 8%
O=C(O)CC(=O)Nc1ccccc1C(=O)O | 14%
CSc1ccc(S(=O)(=O)NC2CCCCC2)cc1 | -18%
Cc1cc(C(F)F)n2ncc(C(=O)NCCc3ccc(Cl)cc3)c2n1 | -8%
CCOc1ccccc1NC(=O)C1CCCN(C(=O)Nc2ccccc2)C1 (stereo unspecified) | 2%
c1ccc(-n2cnnc2SCc2cn3cccnc3n2)cc1 | -13%
COc1ccc(C(CC(=O)O)NC(=O)COc2ccc(C)cc2)cc1OC (stereo unspecified) | 4%
Cc1cccc(CSc2nc3sc(C)c(C)c3c(=O)n2Cc2ccco2)c1 | -20%
COC(=O)CCc1c(C)nc(N)[nH]c1=O | 7%
Cc1cc(NC(=O)COC(=O)[C@H](C)NC(=O)c2ccccc2)no1 | 2%
COc1cccc(NC(=O)Cn2c(=O)n(CC3CCCO3)c(=O)c3ccccc32)c1 (stereo unspecified) | 1%
CCN(CC)S(=O)(=O)c1cc(NC(=O)C(=O)c2c(-c3ccccc3)cc3ccccn23)ccc1C | -16%
COc1ccc(C2CC(c3c(-c4ccccc4)c4cc(Cl)ccc4[nH]c3=O)=NN2S(C)(=O)=O)cc1OC (stereo unspecified) | -14%
Cc1nc(C)c(-c2csc(NCCc3ccccc3)n2)s1 | -15%
COCCNC(=O)C(OC(=O)c1cc2oc(C)cc2n1C)C(C)C (stereo unspecified) | -11%
COc1ccc(OCCOC(=O)c2ccc(-n3cnnn3)cc2)cc1 | -5%
COc1ccc(OC)c(C(=O)c2ccccc2)c1 | 6%

Continuation:
SMILES | HT1080 viability
COc1cc(CC(=O)NCc2ccccn2)cc(OC)c1OC | 2%
O=C(CSc1ncn[nH]1)Nc1nc(-c2ccccc2)cs1 | 9%
CC1(C)CC(=O)C(C2C3=C(CC(C)(C)CC3=O)Oc3ccccc32)=C(O)C1 (stereo unspecified) | -3%
O=C(NCCN1CCOCC1)Nc1ccccc1 | 1%
CCc1nnc(NC(=O)CSc2nnc(CNc3cccc(Cl)c3)n2CC)s1 | -9%
COc1ccc2c(C)cc(N3CCOCC3)nc2c1 | -3%
O=C1c2ccccc2CN1CCNS(=O)(=O)c1ccc2ccccc2c1 | -22%
O=c1c(Cc2ccccc2)c(O)nc2n1CCCS2 | 2%
O=C(c1ccc(Cl)cc1)c1cn[nH]c1-c1ccccc1O | 16%
COc1ccc(S(=O)(=O)N2CCC(N3CCN(c4ccccc4)CC3)CC2)cc1 | 0%
CCCCCCCCC/C(=N\O)c1ccccn1 | -10%
CC1(C(=O)O)Cc2ccccc2C(=O)O1 (stereo unspecified) | -6%
O=C1CC(c2ccc(F)cc2)Cc2nc(NCC3CCCO3)ncc21 (stereo unspecified) | 10%
Cc1ccc(-c2noc(CCCN3C(=O)c4ccccc4C3=O)n2)cc1 | -4%
Cc1ccc(S(=O)(=O)Oc2ccc(C)cc2/C=N/N=C2\NC(=O)C(C)S2)cc1 (stereo unspecified) | -10%
CCOc1ccccc1NC(=O)C(=O)/C=C(\O)c1cc(OC)ccc1OC | -3%
COc1ccc(-c2nnc(SCC(=O)c3ccc4c(c3)OCCO4)o2)cc1 | 18%
O=S(=O)(c1ccc(Br)cc1)c1nc(-c2ccccc2)oc1NCc1cccnc1 | -1%
Cc1c(C(=O)N2CCCC2)sc(NC(=O)c2ccco2)c1C#N | 9%
C=CCNC(=O)NC(=O)COC(=O)c1cccnc1SC | -3%
O=C1c2ccccc2C(=O)N1CC1c2ccccc2CCN1C(=O)C1CCCCC1 (stereo unspecified) | -10%
CN(CCCNC(=O)C1CCC(=O)N1Cc1ccccc1Cl)c1ccccc1 (stereo unspecified) | 8%
Nc1ccc(CC2SC(=O)NC2=O)cc1 (stereo unspecified) | -6%
CCC1SC2=NC(C)=C(C(=O)OCCOC)C(/C=C/c3ccccc3OC)N2C1=O (stereo unspecified) | -5%
CCOC(=O)C1C(c2cccs2)NC(=O)N(C)C1(O)C(F)(F)F (stereo unspecified) | 2%

For reference, part of the list above.
SMILES | HT1080 viability
COc1ccc(OCCOC(=O)c2ccc(-n3cnnn3)cc2)cc1 | -5%
COc1ccc(OC)c(C(=O)c2ccccc2)c1 | 6%
COc1cc(CC(=O)NCc2ccccn2)cc(OC)c1OC | 2%
O=C(CSc1ncn[nH]1)Nc1nc(-c2ccccc2)cs1 | 9%
CC1(C)CC(=O)C(C2C3=C(CC(C)(C)CC3=O)Oc3ccccc32)=C(O)C1 (stereo unspecified) | -3%
O=C(NCCN1CCOCC1)Nc1ccccc1 | 1%
CCc1nnc(NC(=O)CSc2nnc(CNc3cccc(Cl)c3)n2CC)s1 | -9%
COc1ccc2c(C)cc(N3CCOCC3)nc2c1 | -3%
O=C1c2ccccc2CN1CCNS(=O)(=O)c1ccc2ccccc2c1 | -22%
O=c1c(Cc2ccccc2)c(O)nc2n1CCCS2 | 2%
O=C(c1ccc(Cl)cc1)c1cn[nH]c1-c1ccccc1O | 16%
COc1ccc(S(=O)(=O)N2CCC(N3CCN(c4ccccc4)CC3)CC2)cc1 | 0%
CCCCCCCCC/C(=N\O)c1ccccn1 | -10%
CC1(C(=O)O)Cc2ccccc2C(=O)O1 (stereo unspecified) | -6%
O=C1CC(c2ccc(F)cc2)Cc2nc(NCC3CCCO3)ncc21 (stereo unspecified) | 10%
Cc1ccc(-c2noc(CCCN3C(=O)c4ccccc4C3=O)n2)cc1 | -4%
Cc1ccc(S(=O)(=O)Oc2ccc(C)cc2/C=N/N=C2\NC(=O)C(C)S2)cc1 (stereo unspecified) | -10%
CCOc1ccccc1NC(=O)C(=O)/C=C(\O)c1cc(OC)ccc1OC | -3%
COc1ccc(-c2nnc(SCC(=O)c3ccc4c(c3)OCCO4)o2)cc1 | 18%
O=S(=O)(c1ccc(Br)cc1)c1nc(-c2ccccc2)oc1NCc1cccnc1 | -1%
Cc1c(C(=O)N2CCCC2)sc(NC(=O)c2ccco2)c1C#N | 9%
C=CCNC(=O)NC(=O)COC(=O)c1cccnc1SC | -3%
O=C1c2ccccc2C(=O)N1CC1c2ccccc2CCN1C(=O)C1CCCCC1 (stereo unspecified) | -10%
CN(CCCNC(=O)C1CCC(=O)N1Cc1ccccc1Cl)c1ccccc1 (stereo unspecified) | 8%
Nc1ccc(CC2SC(=O)NC2=O)cc1 (stereo unspecified) | -6%
CCC1SC2=NC(C)=C(C(=O)OCCOC)C(/C=C/c3ccccc3OC)N2C1=O (stereo unspecified) | -5%
CCOC(=O)C1C(c2cccs2)NC(=O)N(C)C1(O)C(F)(F)F (stereo unspecified) | 2%

Further entries.
SMILES | HT1080 viability
O=C(Cn1c(-c2cscn2)nc2ccccc21)Nc1ccc(Cl)cc1 | -3%
Cc1ccc(/C(=N\O)c2oc3c(C)c4oc(=O)cc(C)c4cc3c2C)cc1 | 3%
O=C(NCCCn1ccnc1)C(Cc1ccc([N+](=O)[O-])cc1)N1C(=O)c2ccccc2C1=O (stereo unspecified) | 0%
Cc1ccc2cccc(NC(=S)NC(=O)c3ccnn3C)c2n1 | 7%
CCOc1ccc(/C=N/NC(=S)Nc2c(C)cccc2C)cc1 | 4%
COc1ccc2c(c1)cc1n2CCN=C1NCCO | -3%
CC(C)NC(=O)[C@@H]1C[C@H]1[C@@H](NC(=O)OCc1ccccc1)c1ccccc1 | -6%
O=C1CC(c2ccccc2)CC2=C1C(c1ccccn1)Nc1ccccc1N2 (stereo unspecified) | 4%
CCc1nnc(NC(=O)c2ccc(S(=O)(=O)N3CCCc4ccccc43)cc2)o1 | 0%
COc1ccc(/C(O)=C2/C(=O)C(=O)N(Cc3cccnc3)C2c2ccco2)cc1OC (stereo unspecified) | -26%
CCC(=O)N(CCC(c1ccccc1)c1ccco1)Cc1cccs1 (stereo unspecified) | -13%
CC(C)c1ccc(NC2(C#N)C(=O)Nc3ccccc32)cc1 (stereo unspecified) | -70%
Cc1ccc(-c2noc(C3CCCCC3)n2)cc1 | 2%
O=C(CNC(=O)c1ccc(Cl)cc1Cl)NCCCn1ccnc1 | 1%
Cc1cc(C)n(CC(O)Cn2c(C)c(C)c3ccccc32)n1 (stereo unspecified) | 33%
O=S(=O)(Nc1ccc(N2CCOCC2)cc1)c1ccccc1 | -3%
Cc1ccnc2nc(C(=O)NCc3cccs3)nn12 | -2%
Cc1ccc(C)n1NC(=O)c1ccccc1 | -14%
CC(=O)c1cc(F)c(N2CCN(C(=O)COc3ccc(F)cc3)CC2)cc1C | -5%
O=Cc1ccc(OCc2ccccn2)cc1 | -6%
COc1ccc(CNC(=O)CN2C(=O)C3CCCN3c3ncc(Cl)cc32)cc1 (stereo unspecified) | -10%
CCN(CC)c1ncnc2c1ncn2Cc1c(Cl)cccc1Cl | -19%
COc1ccc(C)cc1S(=O)(=O)NCCC1=CCCCC1 | -2%
Cc1ccc(NC2=NC(=S)N(CC#N)C23CCCCC3)cc1 | -4%
CCN(CC(=O)Nc1ccc2c(c1)OC(F)(F)O2)Cc1nc2ccccc2c(=O)[nH]1 | 4%

Continuation.
SMILES | HT1080 viability
COc1ccc(N2C(=O)CC(N3CCN(c4ccc(C(=O)c5cccnc5)cc4)CC3)C2=O)cc1 (stereo unspecified) | 6%
CCOCCCN1CN(S(=O)(=O)c2ccc(Cl)cc2)c2nc3ccccc3nc21 | -27%
CCCCN(Cc1ccccc1)S(=O)(=O)c1cc(Br)cc2c1N(C(C)=O)C(C)C2 (stereo unspecified) | -8%
CCOC(=O)C1=C(N)N(c2ccccc2)C(=O)C1 | -9%
O=C(CN1CCc2ccccc2C1)Nc1ccc(Br)cc1 | -3%
Cc1cccc(NC(=O)c2sc3nc4c(c(-c5ccco5)c3c2N)CCC4)c1 | -11%
O=c1c(-c2ccnn2-c2ccccc2F)cnc2n1CCS2 | -10%
COc1ccc2nc(C(F)(F)C(F)(F)F)c(C#N)c(N)c2c1 | -6%
CCn1c(Cc2cccc3ccccc23)nnc1SCC(=O)Nc1nccs1 | 26%
CCN(CC)C(=O)CSC1=Nc2ccccc2C2=NC(c3ccccc3)C(=O)N12 (stereo unspecified) | -8%
CC1=C(C(=O)OCC(C)C)C(c2ccsc2)NC(=O)N1 (stereo unspecified) | -6%
COc1ccc(C2SCC(=O)N2C)cc1 (stereo unspecified) | -7%
Cc1cccc(C)c1N1CCc2cn[nH]c21 | 2%
Cc1ccc(-c2c3c(nc4sc(C(N)=O)c(N)c24)CCC3)cc1 | -12%
O=C(C1COc2ccccc2O1)N1CCc2ccccc2C1 (stereo unspecified) | -18%
COc1cc2nc(C3CCC3)n(NC(=O)C3CCC3)c(=O)c2cc1OC | -14%
COc1ccccc1C1(CC(=O)N2CCCCC2)CCOC(C(C)C)C1 (stereo unspecified) | -19%
COc1ccc(-c2cc(C(F)(F)F)nc(S(C)(=O)=O)n2)cc1 | 12%
Cc1nc2ccc(NC(=O)N3CCCCC3)cc2nc1C | 0%
C=CCn1c(CSc2nc3ccccc3s2)n[nH]c1=S | 0%
COc1ccc2c(c1)-c1c(ssc1=S)C(C)(C)N2 | 5%
COc1cc(/C=N/N(C)c2ccccc2)cc(Cl)c1O | -2%
Cc1ccc(Cl)cc1N1CCN(C(=O)CN(C2CCCCC2)S(C)(=O)=O)CC1 | -8%
Cc1ccc(Cc2cnc(NC(=O)c3cccs3)s2)cc1 | -7%
Cc1cc(C(=O)NNC(=S)NCc2ccco2)n(C)n1 | -4%

Further structures follow:
SMILES | HT1080 viability
Cc1onc(-c2c(Cl)cccc2Cl)c1C(=O)NCCc1ccc(S(N)(=O)=O)cc1 | -3%
COc1ccc2c(=O)c(-c3cnn(-c4ccccc4)c3)c(C)oc2c1 | 1%
O=C(NNC1=C(C(=O)C(F)(F)F)CCC1)c1cccc(Cl)c1 | 7%
CCN1CCN(C(=S)Nc2ccc(Cl)cc2)CC1 | -9%
CCc1ccc(C(=O)CSc2n[nH]c(-c3ccncc3)n2)cc1 | 2%
Cc1[nH]c2ccccc2c1SCC(=O)O | -6%
CCN1CCN(c2nc3ccccc3nc2C(C#N)S(=O)(=O)c2ccc(C)c(C)c2)CC1 (stereo unspecified) | 22%
COc1ccc(NC(=O)CN(Cc2ccccc2)S(C)(=O)=O)c(OC)c1 | 13%
CCC(=O)N1CCN(c2ccc(NC(=O)c3ccc(-c4ccccc4)cc3)cc2)CC1 | 9%
CC(=O)c1cc(F)c(N2CCN(C(=O)COc3ccccc3F)CC2)cc1C | -11%
CCOC(=O)C1=C(C)N(CCCC(=O)O)C(=O)NC1c1ccccc1OS(=O)(=O)c1ccc(C)cc1 (stereo unspecified) | -24%
CC(NC(=O)CN1CCN(c2ncccn2)CC1)c1ccc(F)cc1 (stereo unspecified) | -2%
COc1ccc2c(c1)C(C)=CC(C)(C)N2C(=O)CN1C(=O)CCC1=O | 4%
CC1CC(C)CN(C(=O)Cn2c(SCC(=O)N3CCc4ccccc4C3)nc3ccccc32)C1 (stereo unspecified) | -2%
CCC(C)N1CCCCC1C(=O)Nc1c(C)cc(C)cc1C (stereo unspecified) | -12%
NC(=O)C1(N2CCCCC2)CCN(Cc2ccc(F)cc2)CC1 | -10%
NC(=O)CCCc1nc(-c2ccccc2Cl)no1 | -16%
Cc1cc(NCCO)nc(-n2nc(C)cc2C)n1 | -6%
NC(=O)C1(N2CCCCC2)CCN(C2CC(=O)N(CCc3ccccc3)C2=O)CC1 (stereo unspecified) | -10%
CCc1nnc(NC(=O)NC(C)(C)C)s1 | 1%
CCN(CC)S(=O)(=O)c1ccc2oc(Nc3ccc4c(c3)OCCO4)nc2c1 | 19%
CS(=O)(=O)N(Cc1ccccc1)c1ccc(C(=O)Nc2cccnc2)cc1 | -22%

The list is partial. The share of hits here may be higher or lower than overall.
